IMPase cell inh – qHTS Assay for Identifying the Cell-Membrane Permeable IMPase Inhibitors; Inositol monophosphatase 1 (Rattus norvegicus), P97697; CHO-M1 cells, IP1 accumulation, HTRF TR-FRET ratio; inhibition (IP1 accumulation), % at 46.1 µM; 120,000 tested, under 10 active; active = well fitted curve in the direction sought with a large enough effect in the signal ratio, not every such curve was filed as active; inconclusive = small, poorly fitted or top-dose-only effect, or a change in a side signal; inactive = no such curve, though single readings can be large or run the other way; the % refers to the signal ratio;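 also: cells stimulated with carbachol in lithium chloride buffer; plate controls were DMSO basal wells for no effect and reference inhibitor wells for full effect; higher means more IMPase inhibition seen as more IP1 and lower FRET ratio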
Target sequence (P97697 whole entry, looked up): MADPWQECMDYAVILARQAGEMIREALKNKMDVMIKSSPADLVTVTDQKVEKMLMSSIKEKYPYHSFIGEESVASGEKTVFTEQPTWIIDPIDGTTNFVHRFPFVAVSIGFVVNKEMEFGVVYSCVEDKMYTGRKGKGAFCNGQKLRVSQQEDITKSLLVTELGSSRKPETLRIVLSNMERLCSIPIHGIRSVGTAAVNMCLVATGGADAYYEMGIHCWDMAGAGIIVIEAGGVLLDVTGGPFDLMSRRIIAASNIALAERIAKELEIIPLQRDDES
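The IP-One HTRF competitive assay in carbachol-stimulated CHO-M1 cells quantifies cellular IP1. Compounds spanned up to 46 uM final, and activity is expressed as AC50 from concentration-response fits of the ratio and donor data.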
ALOX12 inhib – qHTS Assay for Inhibitors of 12-hLO (12-human lipoxygenase). purified 12-hLO, xylenol orange hydroperoxide absorbance. Polyunsaturated fatty acid lipoxygenase ALOX12 (Homo sapiens), P18054. Potency, µM (series often up to 57.1 µM), for inactives: top-dose activity change, negative = inhibition, usual class: inhibitors. actives 0.12% (n = 150,000); also: potency is read from the fitted curve at half-maximal effect; nearly all actives have a fitted effect of over 55% in size; many of its hits are not listed in these tables
Target sequence (P18054 whole entry, looked up): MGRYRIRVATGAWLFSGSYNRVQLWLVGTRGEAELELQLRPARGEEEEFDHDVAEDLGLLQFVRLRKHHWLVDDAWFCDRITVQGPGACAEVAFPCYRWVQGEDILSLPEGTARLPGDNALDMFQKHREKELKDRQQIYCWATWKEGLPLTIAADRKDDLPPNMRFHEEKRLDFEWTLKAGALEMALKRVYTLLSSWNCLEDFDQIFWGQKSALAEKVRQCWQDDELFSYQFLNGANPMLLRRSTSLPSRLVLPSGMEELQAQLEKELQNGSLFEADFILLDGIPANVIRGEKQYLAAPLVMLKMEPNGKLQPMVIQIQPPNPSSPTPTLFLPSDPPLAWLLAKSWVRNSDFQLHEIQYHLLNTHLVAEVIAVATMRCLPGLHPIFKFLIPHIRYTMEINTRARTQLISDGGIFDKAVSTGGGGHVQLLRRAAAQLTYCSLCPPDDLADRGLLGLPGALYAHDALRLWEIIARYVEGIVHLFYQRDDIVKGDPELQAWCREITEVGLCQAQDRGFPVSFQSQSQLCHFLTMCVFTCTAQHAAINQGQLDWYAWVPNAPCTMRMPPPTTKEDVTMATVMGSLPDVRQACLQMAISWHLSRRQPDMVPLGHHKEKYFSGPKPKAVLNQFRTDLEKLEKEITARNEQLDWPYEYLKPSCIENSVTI
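Xylenol orange chromogenic assay: hydroperoxide from 12hLO oxidises Fe(II), giving red-shifted Fe(III)-XO absorbance. Conditions: 150 nM enzyme, 40 uM arachidonic acid, 25 mM Hepes pH 7.0, 0.01% Triton X-100, 30 min, room temperature.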
PNC inhibitor – High Content Assay for Compounds that inhibit the Assembly of the Perinucleolar Compartment | PC3M PTB-GFP, PNC prevalence imaging, 16 h; active compounds read low | activity change (PNC), negative = inhibition, % at 10 µM | actives 3.1% (n = 140,000) | AID 2417, 2010;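 active = readout at or below -70, meaning at least 70% loss of cells showing the perinucleolar compartment, a nuclear body marking cancer cells; inconclusive = readout between -30 and a set limit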;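 also: plate controls were DMSO wells for no effect and camptothecin positive control wells for full effect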
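Read-out is percentage of cells bearing a perinucleolar compartment, from automated 20x imaging of fixed, Hoechst-stained PC3M PTB-GFP cells. Cells were seeded 4 h, then exposed 16 h to compound (23 nl of library stock) in duplicate plates.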
ALOX15B inhib – qHTS Assay for Inhibitors of 15-hLO-2 (15-human lipoxygenase 2); Polyunsaturated fatty acid lipoxygenase ALOX15B (Homo sapiens), O15296; purified 15hLO-2, xylenol orange hydroperoxide absorbance; Potency, µM (series often up to 57.1 µM), for inactives: top-dose activity change, negative = inhibition, most hits filed as inhibitors; actives 0.56% (n = 110,000); AID 881, 2007; also: potency is read from the fitted curve at half-maximal effect; nearly all actives have a fitted effect of over 60% in size; many of its hits are not listed in these tables
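Screening format was qHTS against 50 nM purified 15hLO-2 in Hepes pH 7.5 with detergent. Activity follows hydroperoxide formation from 45 uM arachidonic acid, measured as 573:405 nm absorbance ratio of the ferric-xylenol orange complex.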
An asterisk follows results filed as active; ? = inconclusive; · = no result given; [ ] = another dose, or the depositor's remark. Unless noted, calls follow the shape of the dose curve; as a rule, active = well fitted curve in the direction sought with a large enough effect; inconclusive = small, poorly fitted or top-dose-only effect, or another doubt; inactive = no such curve, though single readings can be large; an effect the other way counts as inactive or inconclusive. Unless noted, % is scaled to controls: 0 for no effect and ±100 for the full control effect. A portion of the library, so the mix of outcomes need not match the whole.

SMILES | PNC inhibitor | ALOX12 inhib | ALOX15B inhib | IMPase cell inh
Cn1c(CCNC(=O)c2ccco2)nc2cc(NS(=O)(=O)c3ccc(Cl)cc3)ccc21 | ? | -7% | 8% | 1
CN(C)c1nc(N)nc(Nc2ccccc2C#N)n1 | ? | 0% | -9%[11.4 µM] | -8[1.84 µM]
Cc1c(N=C2SCC(=O)N2/N=C/c2ccccc2Cl)c(=O)n(-c2ccccc2)n1C | -14 | 3% | 0% | -3
COc1ccccc1NC(=O)c1ccc(SCC(=O)NCc2ccccc2Cl)c([N+](=O)[O-])c1 | -28 | 4% | · | -12
Cc1cc(=O)oc(C)c1C(=O)Nc1ccc2ncccc2c1 | -22 | -1% | -11% | -4
O=C(NCCN1CCOCC1)c1cccc(Cl)c1 | ? | 10% | · | -12
CCOC(=O)C(C)Sc1nnc(NC(=O)c2ccc(C)c([N+](=O)[O-])c2)s1 (stereo not given) | ? | 2% | · | -5
O=c1cnc2cnc(OCc3ccccc3)nc2n1Cc1ccc(F)cc1 | · | -22% | -22% | ·
Cc1ccc(NC(=O)Cn2nc(C)c3ccccc3c2=O)cc1 | 15 | -5% | -4% | -3
CC(=O)Nc1ccc2c(c1)n(C)c(=O)n2C | 31 | -3% | -5% | 4
Cc1cc(C(=O)NNC(=S)NCC(C)C)cs1 | 36 | -4% | · | ·
CCCCC(=O)Nc1ccc2oc(-c3cccnc3)nc2c1 | 20 | -4% | 3% | -8
Cc1ccc(-c2c[n+](Cc3ccc(Cl)c(Cl)c3)c3n2CCC3)cc1 | -3 | 3% | · | ·
CCOC(=O)c1c(-c2cccc([N+](=O)[O-])c2)csc1NC(=O)CCCOc1ccccc1 | 7 | -3% | · | 8
O=S(=O)(c1ccc2c(c1)OCCO2)N1CCN(Cc2ccccc2)CC1 | -28 | 4% | 5% | 6
CN1CCN(CC(O)COCc2ccc3c(c2)OCO3)CC1 (stereo not given) | ? | -4% | -6% | 2
CCn1c(CSc2nnc(-c3cccnc3)n2-c2ccccc2C)nc2cc(C(=O)O)ccc21 | -27 | 3% | 5% | 9
COc1ccc(C(=O)OCC(=O)Nc2ccc(OC(F)F)cc2)c(OC)c1 | 8 | -1% | -9% | 3
Cc1ccc(-c2csc(=S)n2CC(=O)OCC(=O)NC(C)C(C)C)cc1 (stereo not given) | -5 | 4% | -5% | 12
O=C(CN(c1cccc(C(F)(F)F)c1)S(=O)(=O)c1ccccc1)N1CCOCC1 | ? | -4% | -7% | -5
CCOC(=O)c1sc2nc(SC)nc(-c3ccc(Cl)cc3)c2c1N | 30 | 4% | -5% | 5
O=C(Cn1nnc(-c2ccccc2Cl)n1)N1CCN(S(=O)(=O)c2ccc(Cl)cc2)CC1 | 7 | -19% | -5% | 0
O=C(CN1CCCCCC1)Nc1ccc(Br)cc1Br | -20 | -1% | 1% | 5
O=C(NC(=O)c1ccccc1)NC(=O)c1ccccc1 | -22 | -2% | -1% | -4
c1ccc(CCNc2ccc3nncn3n2)cc1 | -19 | 6% | 0% | 8
CCc1c2c(nc3ccc(OC)cc13)OC(C)C2 (stereo not given) | · | 3% | -9% | ·
COc1cc(-c2noc(-c3ccccc3C(=O)NCc3ccco3)n2)cc(OC)c1OC | ? | 1% | -6% | 9
O=C(O)[C@@H]1C[C@@H](C(=O)O)N1 | · | -4% | 6% | -7
Cc1ccc(N2C(=O)c3ccc(C(=O)O)cc3C2=O)c(C)c1 | -15 | -2% | · | ·
CCOC(=O)c1c(NC(=O)CSc2n[nH]c(CNc3ccccc3)n2)sc(C)c1C | -16 | 2% | · | 0
CCCc1cc(=O)oc2cc3oc(C)c(C)c3cc12 | ? | -10% | 0% | 2
CC1CCCN(c2ccc(C(=O)Nc3nnc(C4CC4)s3)cc2[N+](=O)[O-])C1 (stereo not given) | ? | 0% | · | ·
CC(NC(=O)C(C(=O)c1cccc([N+](=O)[O-])c1)n1cc(Cl)ccc1=O)c1ccccc1 (stereo not given) | 36 | 2% | · | 16
CN(CC(O)CN)CC(O)CN1CCCCC1 (stereo not given) | -11 | -6% | 26% | -4
Cc1cc(C)cc(C(=O)/C=C2\NC(=O)CS2)c1 | 1 | -5% | 5% | -3
COc1cccc(NC(=S)NNC(=O)C(C)n2nc(C)c([N+](=O)[O-])c2C)c1 (stereo not given) | 31 | 3% | 8% | 8
Cn1c(SCc2nc(-c3ccc(Cl)cc3)no2)nnc1-c1cccs1 | -111* | -4% | 5% | 7
COc1ccc(C(=O)Nc2ccccc2C(=O)NCc2ccco2)cc1OC | -26 | 0% | 5% | 5
CCS(=O)(=O)N1CCCC(C(=O)NCCc2ccc(C)cc2)C1 (stereo not given) | 76 | 0% | · | ·
COc1ccccc1C1NC(c2ccccc2OC)C(C)C(=O)C1C (stereo not given) | 5 | -1% | 9% | -2
CC1(C)Cc2c(c(-c3ccco3)nc3n[nH]c(N)c23)CO1 | -9 | -9% | 0% | ?
COC(=O)c1ccc(C)c(NC(=O)CCSc2ccc(Cl)cc2)c1 | 3 | 0% | -13% | -1
COc1ccc(CC(=O)Nc2nc(-c3cccnc3)cs2)cc1 | ? | 2% | · | ·
COCCCN(C(=S)Nc1cccc(Cl)c1)C(C)c1ccncc1 (stereo not given) | 43 | -2% | · | ·
O=C(/C=C/c1cnc2ccccc2n1)NC12CC3CC(CC(C3)C1)C2 | -17 | -2% | · | 9
CC1CN(C(=O)Cn2c(C(F)(F)F)nc3ccccc32)CC(C)O1 (stereo not given) | 6 | -1% | 0% | 2
CCN(CC)S(=O)(=O)c1csc(C(=O)NCc2ccccc2)c1 | -13 | -3% | 2% | 5
CCC(=O)NC(NC(=S)Nc1c(C)n(C)n(-c2ccccc2)c1=O)C(Cl)(Cl)Cl (stereo not given) | ? | -2% | · | 4
Fc1ccc2nc(Nc3nc4c(F)cc(F)cc4s3)sc2c1 | -20 | 0% | · | -1
Cc1cc(O)c(/C=N/c2ccccn2)c(=O)o1 | 48 | -12% | 1% | 4
CCOc1ccc2nc(Cl)c(C3CC(c4ccccc4)=NN3C(=O)c3ccco3)cc2c1 (stereo not given) | 38 | -1% | · | ·
CCOc1ccc2[nH]c(=O)c(CN(Cc3cccs3)Cc3nnnn3C(C)(C)C)cc2c1 | -7 | -14% | 11% | 5
CCOc1ccc(/C=N/NC(=O)c2ccccc2NC(=O)c2ccc(OC)cc2)cc1 | ? | 2% | · | ?
CC(=O)c1cccc(NC(=O)N2CCCC2C(=O)Nc2cc(C)ccc2C)c1 (stereo not given) | 89 | -8% | 3% | 1
O=C(Nc1ccccc1)C(=O)Nc1ccccn1 | 42 | 8% | -7% | -1
CCc1c(C(=O)Nc2ccccc2)c(C)[nH]c(=S)c1C#N | -3 | -27% | ? | -9
Cc1ccccc1-c1noc(-c2ccccc2F)n1 | 18 | 1% | 12% | -1
CCOc1ccccc1Oc1c(C)oc2cc(OC(=O)c3ccco3)ccc2c1=O | 34 | -1% | 9% | -6
CCc1nc(Nc2ccc(N3CCN(C(C)=O)CC3)cc2)c2oc3ccccc3c2n1 | ? | 0% | 4% | 34[activator]
O=c1c(Cc2ccc(Cl)cc2)c(O)ccn1Cc1ccccc1 | ? | -2% | 4%[11.4 µM] | -11[1.84 µM]

Three of the entries above in order of their number in ALOX15B inhib, descending:
structure | ALOX12 inhib | ALOX15B inhib | IMPase cell inh
Cc1ccccc1-c1noc(-c2ccccc2F)n1 | 1% | 12% | -1
CCOc1ccc2[nH]c(=O)c(CN(Cc3cccs3)Cc3nnnn3C(C)(C)C)cc2c1 | -14% | 11% | 5
Cc1cc(O)c(/C=N/c2ccccn2)c(=O)o1 | -12% | 1% | 4

The list continues:
SMILES | PNC inhibitor | ALOX12 inhib | ALOX15B inhib | IMPase cell inh
c1ccc2c(c1)CCCC2NC1=NCCC1 (stereo not given) | 11 | -2% | 1% | 3
O=C(NC1CCN(Cc2nnnn2CCc2ccccc2)CC1)c1ccccc1F | -10 | 17% | -2% | -7
CN(Cc1nc2ccccc2n1C)C(=O)c1cccs1 | -28 | 0% | 5% | -2
c1ccc(COn2c(-c3ccccc3)nc3c2CCc2nonc2-3)cc1 | -21 | -5% | 1% | 10
CC12CN3CC(C)(CN(C1)C3c1ccc(Br)cc1)C2 (stereo not given) | 28 | 3% | 12% | 13
CC(=O)Oc1ccc(N2C(=O)C3C4C=CC(O4)C3C2=O)cc1 (stereo not given) | 3 | -18% | -5% | -1
COCCn1c(N)c(C(=O)NCc2cccs2)c2nc3ccccc3nc21 | ? | -14% | -13% | ?
CS(=O)(=O)N(CC(=O)NC1CCCCCC1)Cc1ccc(Cl)cc1 | -5 | 1% | 1% | 4
CN(C)CCCCOc1cccc(Br)c1 | -9 | 4% | · | ·
Cc1ccc(C(=O)OCc2nnc(-c3ccccc3)o2)o1 | 19 | -4% | 0% | 14
O=S(=O)(NCCc1cn2ccccc2n1)c1ccc(F)c(C(F)(F)F)c1 | 11 | 7% | · | -10
CCN(CC)Cc1c(O)ccc2c(-c3ccccc3)cc(=O)oc12 | -118* | -2% | 3% | -12
CC(C)CCNC(=O)c1cccc(S(=O)(=O)N2CCc3ccccc32)c1 | -8 | -5% | 3% | -3
COc1cc(OC)cc(-c2nnc(SCC(=O)N(C(C)C)C(C)C)o2)c1 | ? | 2% | 12% | 2
O=C(CN1C(=O)CCC1=O)Nc1ccc(Br)cc1 | 9 | 5.6µM* | 7% | 2
COc1ccc(S(=O)NC2CCCCC2)c(OC)c1C (stereo not given) | 9 | -2% | -16% | 8
CON(C)c1nc(NCC(C)C)nc(OCC#N)n1 | ? | -4% | -2% | 5
CC(=O)N(C1=C(O)c2ccccc2C(=O)C1=O)C1CCCCC1 | 12 | -3% | 5% | 2
COCCOc1ccc(C(F)(F)F)cc1NC(=O)c1ccc(F)cc1 | ? | -2% | · | ·
CCn1cc(C2=NOC(C(=O)O)C2)c(C)n1 (stereo not given) | 16 | -1% | 2% | 1
Cc1ccc(OCCCn2ccnc2)cc1C | ? | 10% | 40%[activator] | 3
Cc1ccccc1C(=O)NNC(=O)c1ccc(F)cc1 | -16 | -2% | -8% | -8
CCOC(=O)c1c(C)n(C)c2ccc(OCC(O)Cn3c(C)nc4ccccc43)cc12 (stereo not given) | 40 | -11% | 8%[2.29 µM] | 6
CCc1nc2c3cnn(-c4cc(Cl)ccc4C)c3ncn2n1 | -23 | 0% | -3% | -5
CCOc1ccc(NC(=O)c2cc3c(C)nc4ccccc4c3o2)cc1 | 19 | -6% | ? | -10
COc1cc(/C=c2\s/c(=C(/C#N)C(=O)N3CCCC3)n(-c3ccccc3)c2=O)ccc1O | ? | -3% | -20% | 1
COc1cccc(NC(=O)CCN2CCC(C(N)=O)CC2)c1 | 22 | 0% | 1% | -2
CCOC(=O)C1(C(=O)OCC)CC1c1ccccc1 (stereo not given) | ? | 1% | 4%[11.4 µM] | 9[1.84 µM]
O=C(O)Cc1ccc(NC(=O)C2CC=CCC2C(=O)O)cc1 (stereo not given) | 20 | 8% | 1% | 2
O=C(CSC1=NCCS1)NC(c1ccccc1)c1ccccc1 | -19 | -4% | · | ·
Cc1ccc(NC2=NCCC2)cc1Cl | 4 | 6% | · | -4
Cc1ccc(-n2c(C)cc(/C=N/NC(=O)Cn3c4ccccc4c(=O)c4ccccc43)c2C)cc1 | 0 | -3% | · | ·
CCOC(=O)C1CCN(C(=O)c2cccc(Cl)c2)CC1 | 17 | 3% | 3% | -14
CCC(C)C1NC(=S)N(Cc2ccccc2)C1=O (stereo not given) | 21 | 6% | -9% | -1
Cc1cccc(OCCCC(=O)N2CCCc3ccccc32)c1C | 1 | -1% | -8% | 10
CCCC(=O)N1N=C(c2ccccc2)CC1c1cn(C)c2ccccc12 (stereo not given) | 4 | -2% | · | ·
